Screening results: PubChem BioAssay, Sanford-Burnham Center for Chemical Genomics
H9c2 TAG inh – inhibitors of triacylglycerol accumulation. inhibition, % at 12.5 µM. H9c2 cells, Nile Red lipid (TAG) fluorescence; cells loaded with 200 µM oleic acid. actives 0.66% (n = 230,000);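 active = pattern-corrected inhibition of lipid staining of at least 50% with the nuclear-stain viability signal not falling by more than 50%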;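 note: 0% = DMSO wells and 100% = triacsin C control wells; some results filed as inactive read as strong as hits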
H9c2 TAG inh DAPI viability – recorded beside H9c2 TAG inh, whose call it bears; DAPI nuclei signal change (viability), lower = more cytotoxic, %;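 whole-well DAPI fluorescence read on a plate reader as a viability signal; minus 50 percent equals half of cells still viable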
* = called active by the depositor.

SMILES	H9c2 TAG inh	H9c2 TAG inh DAPI viability
COCCn1c(SCc2ccc(C)cc2)nc2c1c(=O)[nH]c(=O)n2C	-24.7	1.0
COCCn1nnnc1CN1CCC(C)CC1	6.2	-3.1
C#CCNC(=O)C1=C[C@H](c2ccc(Br)cc2)C[C@H](OCc2ccc(CO)cc2)O1	-54.7	-5.5
Cc1cc(C)cc(NC(=O)C(=O)NCCCN2CCOCC2)c1	0.6	2.7
CCOC(=O)N1CCC(N2C(=O)c3ccccc3C2Nc2c(C)cccc2C)CC1 (stereo not drawn)	1.6	-9.8
CC(C)C(NC(=O)c1ccco1)C(=O)NC1CCCCCC1 (stereo not drawn)	-20.7	8.5
CCn1cc(C(=O)NC2CCCCC2)c(=O)c2cc(S(=O)(=O)N(C)C)ccc21	47.4	-17.1
COc1ccc(CCNC(=O)CCC(=O)N2CC(C)Oc3ccccc32)cc1OC (stereo not drawn)	5.8	1.9
Cc1ccc(S(=O)(=O)Nc2ccccc2N(C)S(=O)(=O)c2ccc(C)cc2)cc1	0.6	1.3
CC(=O)OCC1=C(C(=O)O)N2C(=O)C(NC(=O)COc3ccc(F)cc3)C2SC1 (stereo not drawn)	-3.9	3.6
COc1ccc(OCCOC(=O)CNC(=O)c2ccc(C)cc2)cc1	-6.8	12.3
O=C(O)c1cccc(NC(=O)c2cn(-c3ccccc3)nc2-c2ccc([N+](=O)[O-])cc2)c1	2.9	5.5
O=C(CCS(=O)(=O)c1ccccc1)Nc1nnc(-c2ccco2)o1	15.0	-6.4
COc1ccc(-c2csc(NC(=O)CCS(=O)(=O)c3ccccc3)n2)c(OC)c1	16.1	-1.0
CC(CN1CCCCC1)NC(=O)c1cc(-c2ccccn2)nc2ccc(Cl)cc12 (stereo not drawn)	25.0	1.8
CCCCN(C(=O)c1ccco1)c1nnc(-c2cc(OC)c(OC)c(OC)c2)s1	30.1	6.4
COc1cccc(-c2cnc(C(O)c3cccc(OC)c3)[nH]2)c1 (stereo not drawn)	-4.8	1.2
C=CCC[C@H](Cc1ccc(F)cc1)C(=O)OC[C@H](Cc1c[nH]c2ccccc12)NC(=O)[C@@H](CC=C)CC(=O)N[C@@H](CO)Cc1ccccc1	30.5	-1.8
CNC(=O)CSc1nnc(COc2ccc([N+](=O)[O-])cc2)n1C	15.1	2.2
Brc1cc(/C=N/n2cnnc2)oc1Br	20.1	-3.0
CCCc1cc(C(=O)Cc2ccc(C(=O)OCC)o2)c(O)cc1O	-20.7	14.9
COc1ccc(S(=O)(=O)N(C)C[C@H]2Oc3c(NC(=O)Nc4ccc5c(c4)OCO5)cccc3C(=O)N([C@H](C)CO)C[C@@H]2C)cc1	-11.1	7.4
O=C1NCCCC1C(=O)Nc1ccccn1 (stereo not drawn)	-7.8	111.4
CSCCC(NC(=O)c1ccccc1Br)C(=O)NNC(=O)c1ccncc1 (stereo not drawn)	10.5	-8.5
CC(=O)N/C(=C/c1ccc2c(c1)OCO2)C(=O)NCc1ccccc1	-27.6	6.7
COc1ccc(OC)c(/C=N/NC(=O)C(=O)NCc2cccnc2)c1	6.6	-11.0
Cn1c(=O)c2[nH]c(CN3CCCCC3)nc2n(C)c1=O	3.3	5.8
Cc1c(C(=O)C(=O)N2CC=C(c3ccccc3)CC2)c2ccccc2n1C	-1.5	-16.5
Cc1ccc(N2C(=O)N(CC(=O)Nc3ccccc3C(F)(F)F)C(=O)C2C)cc1 (stereo not drawn)	25.6	-5.7
COc1ccc(S(=O)(=O)N(C)CC(=O)Nc2ccc(C(N)=O)cc2)cc1OC	-4.7	2.5
O=C1OCC/C1=C\NCCCCCCCCN/C=C1\CCOC1=O	4.3	12.9
C[C@@H]1CN([C@@H](C)CO)C(=O)c2cc(NC(=O)C3CCCCC3)ccc2O[C@@H](C)CCCCO[C@@H]1CN(C)C(=O)CCCN(C)C	-13.9	9.3
CCOc1cccc(NC(=O)c2ccc(S(=O)(=O)N3CCCC3)cc2)c1	1.5	6.0
Cc1ccc(C2C(C(=O)c3cccs3)=C(O)C(=O)N2c2ccc(S(N)(=O)=O)cc2)cc1 (stereo not drawn)	-2.7	6.5
O=C1CN(CC(=O)Nc2cccc(Cl)c2Cl)c2ccccc2N1	-3.0	-6.8
COc1ccc(C2CCCN2C(=O)Nc2ccccc2)cc1OC (stereo not drawn)	-5.7	-8.4
O=C(CN1C(=O)NC2(CCCC2)C1=O)NCCc1ccccc1	-20.8	5.8
Cc1ccc(C(=O)c2sc(Nc3ccccc3)c(C#N)c2N)cc1	14.7	-3.1
COc1ccc(N2CCN(Cc3nc4scc(-c5ccccc5)c4c(=O)[nH]3)CC2)cc1	-1.0	2.6
O=C(NCCN1CCCC1)c1ccc2c(=O)n(CCc3ccccc3)c(=O)[nH]c2c1	39.9	-8.6

In the list so far, six contain an NH in an aromatic ring.
SMILES	H9c2 TAG inh	H9c2 TAG inh DAPI viability
COCCn1c(SCc2ccc(C)cc2)nc2c1c(=O)[nH]c(=O)n2C	-24.7	1.0
COc1cccc(-c2cnc(C(O)c3cccc(OC)c3)[nH]2)c1 (stereo not drawn)	-4.8	1.2
C=CCC[C@H](Cc1ccc(F)cc1)C(=O)OC[C@H](Cc1c[nH]c2ccccc12)NC(=O)[C@@H](CC=C)CC(=O)N[C@@H](CO)Cc1ccccc1	30.5	-1.8
Cn1c(=O)c2[nH]c(CN3CCCCC3)nc2n(C)c1=O	3.3	5.8
COc1ccc(N2CCN(Cc3nc4scc(-c5ccccc5)c4c(=O)[nH]3)CC2)cc1	-1.0	2.6
O=C(NCCN1CCCC1)c1ccc2c(=O)n(CCc3ccccc3)c(=O)[nH]c2c1	39.9	-8.6

Continuation.
SMILES	H9c2 TAG inh	H9c2 TAG inh DAPI viability
O=C(O)COc1ccc(NC(=O)c2ccc3c(c2)C(=O)N(CC2CCCO2)C3=O)cc1 (stereo not drawn)	-5.3	-11.1
CC(CN1CCN(C)CC1)OC(=O)c1cccc(F)c1 (stereo not drawn)	-2.2	-6.9
Cc1ccc(C)c(S(=O)(=O)N2CCN(C(=O)c3ccccn3)CC2)c1	26.7	-2.2
Cc1cc(C)n2c(SCC(=O)Nc3ccccc3)nnc2n1	2.2	-3.6
O=C(CCCc1ccccc1)NC12CC3CC(CC(C3)C1)C2	-7.0	-11.1
CSCCC(NC(=O)COc1ccccc1)C(=O)OCC(=O)c1ccccc1 (stereo not drawn)	-21.0	12.1
COc1cccc(S(=O)(=O)N2CCN(c3ccccc3F)CC2)c1	-11.7	0.8
COc1cccc(CN2CCC2(C)C(=O)Nc2cccc3cccnc23)c1F (stereo not drawn)	17.5	-27.7
Cc1cc(C)cc(-n2ccnc2SCC(=O)O)c1	22.7	-11.4
COc1ccc(Cn2nc(C)n(N(C)c3ncc(C(F)(F)F)cc3Cl)c2=O)cc1	2.6	-9.9
COc1ccc(NC(=O)CN(C)C(=O)c2ccc(N3CCOCC3)c([N+](=O)[O-])c2)cc1	-12.8	0.5
COc1cc(NS(=O)(=O)c2ccc(N/C=C(\C#N)c3nc4cc(Cl)ccc4o3)cc2)nc(OC)n1	0.0	-9.2
COc1ccccc1NC(=S)N(Cc1ccc(Cl)cc1)CC1CCC(C(=O)O)CC1 (stereo not drawn)	4.9	-2.1
Cc1cccc(C)c1NC(=O)COC(=O)c1cc(=O)[nH]c2ccccc12	2.8	0.1
CC1(CO)COC2(OC1)C(=O)Nc1ccccc12 (stereo not drawn)	12.6	-7.4
CCOc1ccc(CCN2C(=S)N([C@@H](Cc3ccc(O)cc3)CN3CCCC3CN3C(=S)NC[C@@H]3Cc3ccc(O)cc3)C[C@@H]2CC(C)C)cc1 (stereo partly drawn)	-27.8	-28.7
O=C(NCc1ccc(OC(F)(F)F)cc1)C1CC2Cn3c(nc4ccccc43)C2N1c1ccccc1 (stereo not drawn)	-0.7	-3.0
CC1(C)CC(=O)c2cnc(NC(=O)Cc3ccc(Cl)cc3)nc2C1	-15.1	12.7
OCCC1CN(Cc2cccn2-c2cccnc2)CCN1C1CCCC1 (stereo not drawn)	4.7	-9.9
CCOc1ccccc1-n1c(SC(C)C(=O)NCC2CCCO2)nc2ccccc2c1=O (stereo not drawn)	-5.6	2.8

Another view of some results above:
| canonical_smiles | H9c2 TAG inh | H9c2 TAG inh DAPI viability |
| --- | --- | --- |
| O=C(O)COc1ccc(NC(=O)c2ccc3c(c2)C(=O)N(CC2CCCO2)C3=O)cc1 (stereo not drawn) | -5.3 | -11.1 |
| CC(CN1CCN(C)CC1)OC(=O)c1cccc(F)c1 (stereo not drawn) | -2.2 | -6.9 |

(listing goes on)
SMILES	H9c2 TAG inh	H9c2 TAG inh DAPI viability
c1cc(-c2ccc(N3CCOCC3)cc2)n2cnnc2c1	4.6	6.7
Cc1ccc(C(=O)NCC(=O)N2CCN(c3cccc(Cl)c3)CC2)s1	7.2	3.3
Cn1nc(C(=O)NC2CCCCC2)c2c1-c1ccccc1SC2	-8.5	7.3
Cc1ccccc1C(=O)Nc1ccc(S(=O)(=O)NCC2CCCO2)cc1 (stereo not drawn)	1.4	9.6
CCCCC[C@@H](O)c1cc2ccccc2c(=O)o1	-3.4	-8.1
O=C(CSc1ccc(Cl)cc1)Nc1ccccc1	-3.7	-0.7
COc1ccc(NC(=O)c2oc3ccccc3c2C)cn1	-24.8	-1.7
Cc1ccc(Cl)cc1-c1cc(C(=O)Nc2ccc(F)cc2)[nH]n1	1.9	6.6
CC(C)(C)N1CC(c2nc3ccccc3n2Cc2ccc(F)cc2)CC1=O (stereo not drawn)	5.3	-8.4
Cc1noc(NS(=O)(=O)c2ccc(NC(=O)c3cc(F)c(F)c(F)c3F)cc2)c1C	-6.2	-0.9
Cc1cccc2nc(CSc3nnc(N)s3)cn12	0.1	-6.1
O=C(NC1CCCCCC1)C1CCN(S(=O)(=O)c2c(Cl)cccc2Cl)CC1	7.3	1.4
Cc1ccc(S(=O)(=O)c2c(C)cc(C)nc2N2CCOCC2)cc1	-14.4	-5.9
Cc1c(Cl)cccc1NC(=S)NCCC(c1ccccc1)c1ccccc1	-17.9	9.3
Cc1ccc(OCCNC(=O)c2cccc(Oc3ccc(C(F)(F)F)cc3[N+](=O)[O-])c2)cc1	11.7	0.2
Cc1cccc(CN(Nc2ccccc2)c2ccccc2)n1	8.6	1.7
CCOC(=O)C1CN(S(=O)(=O)c2ccc(OC)cc2)c2cc(S(=O)(=O)CC)ccc2O1 (stereo not drawn)	2.1	23.1
CCc1ccccc1OCCCCN1CCCCC1	-3.0	13.7
Cc1ccccc1NC(=O)Cc1nc(CN(C)CC(=O)Nc2cccc(F)c2)cs1	15.1	1.0
O=C(CCc1nc2sc3c(c2c(=O)[nH]1)CCCC3)NCC(=O)Nc1ccccc1Br	-10.4	3.5

Record cards (already shown). Order of values: H9c2 TAG inh	H9c2 TAG inh DAPI viability
Shown for CC(CN1CCN(C)CC1)OC(=O)c1cccc(F)c1 (stereo not drawn) : -2.2	-6.9
Shown for CSCCC(NC(=O)COc1ccccc1)C(=O)OCC(=O)c1ccccc1 (stereo not drawn) : -21.0	12.1
Shown for C[C@@H]1CN([C@@H](C)CO)C(=O)c2cc(NC(=O)C3CCCCC3)ccc2O[C@@H](C)CCCCO[C@@H]1CN(C)C(=O)CCCN(C)C : -13.9	9.3
Shown for CCn1cc(C(=O)NC2CCCCC2)c(=O)c2cc(S(=O)(=O)N(C)C)ccc21 : 47.4	-17.1
Shown for O=C1CN(CC(=O)Nc2cccc(Cl)c2Cl)c2ccccc2N1 : -3.0	-6.8

Next results
SMILES	H9c2 TAG inh	H9c2 TAG inh DAPI viability
C=C(C)CC1N(c2cccc(OC)c2)C(=O)C2C(C(=O)O)C3C=CC21O3 (stereo not drawn)	12.1	-8.8
CN(C)S(=O)(=O)c1cccc(N2C(=O)CC3(CCCCC3)CC2=O)c1	14.1	-12.3
O=C(O)C1CC1C(=O)Nc1cc(F)ccc1F (stereo not drawn)	-17.3	2.7
Cc1cccc(C(=O)NCC(=O)NCC(c2cccs2)N2CCOCC2)c1 (stereo not drawn)	-12.9	-7.4
CC(=O)c1sc(NC(=O)CCCc2nc3ccccc3c(=O)[nH]2)nc1-c1ccccc1	-2.0	-3.9
O=C(COC(=O)CCSc1ccc(Cl)cc1)NCc1ccc(Cl)cc1	2.8	10.8
COc1ccc(NC(=O)CN(C)C(=O)CN2C(=O)C3CCCCC3C2=O)cc1 (stereo not drawn)	-11.7	2.4
COc1ccccc1C(=O)NNC(=O)c1nn(Cc2ccccc2)c(=O)c2ccccc12	-1.2	9.0
Fc1ccccc1COc1ccc(/C=N/NC(=S)NCc2ccccc2)cc1	6.0	2.5
COc1cc(F)ccc1-c1csc(C(NC(C)=O)c2ccc(F)c(F)c2)n1 (stereo not drawn)	28.3	4.5
CCCn1c(C)cc(C(=O)COC(=O)c2cc(S(=O)(=O)NCC(C)C)c(Cl)cc2Cl)c1C	-17.9	7.2
COc1ccc(CCNC(=O)Cn2cc(C(F)(F)F)cc(Cl)c2=O)cc1	-9.8	8.3
CC(=O)N1CCN(c2ccc(S(C)(=O)=O)cc2[N+](=O)[O-])CC1	1.1	1.8
O=C(/C=C/c1ccco1)NCc1ccc2c(c1)OCO2	-10.5	4.9
CCOC(=O)c1c(-c2ccccc2)csc1NC(=O)c1cc(-c2ccccc2OC)on1	-3.9	-5.3
COc1ccc(-c2nc(SC(CC(=O)NCc3ccccc3)c3ccc(OC)c(OC)c3)n[nH]2)cc1 (stereo not drawn)	5.4	-7.3
COc1ccc(-n2c(C)cc(C(=O)CSc3nnc(-c4ccoc4C)n3C)c2C)cc1	25.6	1.2
CC1(C(=O)NCc2ccccc2Br)CCN1Cc1c(F)cccc1F (stereo not drawn)	1.6	-3.0
CC1CCc2nn(CC(=O)NCc3ccc4c(c3)OCO4)cc2C1 (stereo not drawn)	7.6	-0.5
COc1ccc(NCC(=O)Nc2c(C)cccc2C)cc1S(=O)(=O)N1CCOCC1	1.8	-0.4
O=C(NCCn1ccc2ccccc21)c1ccc(S(=O)(=O)N2CCOCC2)cc1	11.7	-1.1
COc1cccc(NC(=O)c2ccc3nc(C)sc3c2)c1	1.3	-5.8
O=C(c1cc(-c2ccccc2)nc2ccccc12)N1CCN(c2ccccn2)CC1	-1.4	-16.9
O=C(CNC(=O)c1cccc(Br)c1)N/N=C/c1ccc[nH]1	-0.6	29.4
COc1ccc(C(=O)O/N=C/c2ccc(S(=O)(=O)c3ccc(Cl)cc3)nc2)cc1	-7.0	-1.6

Not all compounds are listed; count on the stated rates, not on these rows.
